High-throughput results from PubChem BioAssay.
TNAP activation fold = human TNAP enzyme activators, primary screen, biochemical, luminescent, no phosphate acceptor, uHTS (AID 1001); Alkaline phosphatase, tissue-nonspecific isozyme (Homo sapiens); 0.03% of 200,000 active; activation fold at 20 µM, or EC50 in µM where a hit was titrated; purified TNAP, luminescent activation assay, no phosphate acceptor; higher activation fold means a stronger effect; in the data active means activation fold from about 3, or a potency from the dose series; inactive means the rest, 99 in 100 with activation fold below about 1.6; further: many of its hits are not listed in these tables
MT stabilizer = microtubule stabilizers in HeLa cells, primary screen, imaging, high-content imaging; HeLa tubulin immunostaining HCS, 24 h; share of cells brighter than vehicle mean+2SD; % tubulin-high responders, % at 10 µM; 0.83% of 200,000 active; AID 2205, 2009;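 active means plate Z-score above 3 for both tubulin-high and condensed-nucleus cell shares, with cell loss under 80%, at 10 µM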;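 further: anti alpha tubulin signal scored within the nucleus-defined area of each cell; some results filed as inactive read as strong as hits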
Myeloid diff 2 = induction of myeloid progenitor differentiation, primary screen, cell-based, flow cytometry, MLPCN library; ER-HoxA9 myeloid progenitors, lysozyme-GFP differentiation; calls only at 10 µM; 1% of 360,000 active; AID 624256, 2012;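 active means normalized GFP-positive differentiation at or above the plate's own cutoff, the solvent-only control mean plus 3 SD; inconclusive means no clear call, values can overlap the other calls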;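 further: cells exposed to compound for four days before flow analysis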
Ins promoter up = insulin promoter activators in MIN6 cells, imaging, high-content screening, mouse beta cells; MIN6 insulin promoter-GFP reporter; stronger effect = higher value; z-score at 5 µM; 0.3% of 190,000 active; AID 1625, 2009;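 active means z-score above 3 at 5 µM with at least 500 cells counted in the well; inconclusive means wells under 500 cells, flagged as cytotoxic or low count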
T cell HTS = modulators of CD8 T cell-vesicle binding, primary screen, mouse 2C CD8+ T cells, flow cytometry; 0.068% of 330,000 active; calls only at 7 µM; 2C CD8+ T cell-vesicle binding; stronger effect = lower value;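 active means response, share of CD8 T cells binding vesicles, and their 90th percentile fluorescence all below set limits, cut at about 80% in these data, passing the limit was not always enough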
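Also added: QL9-peptide-loaded Drosophila micro-vesicles bearing Ld, ICAM-1 and B7-1; Test system: purified 2C TCR transgenic mouse naive CD8+ T cells; Measured by: cytometric PE anti-B7-1 and Alexa647 anti-CD8 signals after 1% paraformaldehyde fixation; Timing: binding step 1.5 h, 37 °C, antibody labelling 20 min, ice.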
b-catenin transl = modulators of beta-catenin nuclear translocation, primary screen, imaging, HeLa cells, immunofluorescence, high-content | nuclear translocation activity, % at 5 µM | 0.3% of 190,000 active | AID 1665, 2009;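 active means nuclear translocation activity above 50% at 5 µM, with a well cell count of 50 or more; inconclusive means wells under 50 cells across six images, flagged as toxic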;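 further: per-cell ratio of nuclear to cytoplasmic median beta-catenin stain intensity; plate controls were DMSO negative control for no effect and GSK-3 inhibitor IX positive control for full effect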
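Technique: fluorescence imaging of beta-catenin antibody stain plus DAPI / Material: human HeLa cell line / Incubation: compound treatment 24 h, 37°C, 5% CO2 / Read-out basis: % activation of per-cell nuclear versus cytoplasmic median beta-catenin signal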
Hep lipid drop = inhibitors of hepatocyte lipid droplet formation, primary screen, imaging, high-throughput imaging, BODIPY stain; AML12 mouse hepatocytes, oleate lipid droplets; inhibition, % at 6.5 µM; 0.4% of 240,000 active; AID 1656, 2009;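 active means lipid droplet intensity inhibited by at least 50%, with more than 500 cells counted; inconclusive means wells with under 300 cells, treated as cytotoxic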
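Technique: fluorescence imaging, 20x objective, two fields per well / Assay system: AML12 hepatocytes (mouse) / Measure: % inhibition of lipid droplet signal / Doses: 6.5 µM single-point dosing / Incubation: overnight exposure / Reagent: 100 µM oleic acid challenge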
human PMI inhibition = inhibitors of human PMI, primary screen, biochemical, fluorescence intensity, coupled assay (AID 1209); inhibition, % at 20 µM; hits with a dose series show IC50 in µM; purified PMI enzyme, coupled fluorescence intensity; higher % means a stronger effect; Mannose-6-phosphate isomerase (Homo sapiens); 0.42% of 190,000 active; in the data active means inhibition above about 50%;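 further: plate controls were DMSO vehicle for no effect and wells lacking substrate for full effect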
Dynein transport = inhibitors of GR-EGFP nuclear translocation, primary screen, dynein cargo transport inhibitor project, imaging, high-content, 3617.4 mouse cells; test concentration mostly 20 µM; stimulated with dexamethasone, 1 µM; stronger effect = lower value; z-score, hits read low; 0.47% of 220,000 active;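 active means plate z-score of nuclear minus cytoplasmic receptor signal below a set negative limit, without overly bright fluorescence or cell loss, cut at about -3.5 in these data, passing the limit was not always enough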;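 further: z-score of nuclear minus cytoplasmic ring GR-EGFP intensity difference per well; some compounds called inactive have numbers as strong as hits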
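Buffer or medium: tet-free, stripped-serum medium; reagent: dexamethasone at 1.0 µM final, 30 min; incubation: 48 h induction, 1 h compound, 30 min dex at 37 °C; measured by: formaldehyde fixation, Hoechst nuclear stain, 10x automated fluorescence imaging; read-out: nuclear-to-cytoplasmic GR-EGFP distribution per well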
Dynein transport cytoplasmic EGFP = also measured in Dynein transport; calls as there; z-score; measured here: cytoplasmic GR-EGFP intensity; stronger effect = higher value
Dynein transport nuclear GR-EGFP = second read-out of Dynein transport, no call of its own (marks repeat the call); z-score; measured here: nuclear GR-EGFP intensity;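 lower value marks the stronger effect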
Dynein transport cell count = further read-out of Dynein transport, marked with its call; z-score; measured here: cell count per field
Ins promoter up cell count = recorded beside Ins promoter up, whose call it bears; cell count; measured here: cytotoxicity, nuclei count;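 total cells summed across four imaged fields per well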
Hep lipid drop cells 6.5 µM = second read-out of Hep lipid drop, no call of its own (marks repeat the call); cell count; measured here: cell count, cytotoxicity flag;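 cells counted across two imaged fields per well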
b-catenin transl cell count 5 µM = also measured in b-catenin transl; calls as there; cell count; measured here: cell count, cytotoxicity flag
T cell HTS vesicle-bound % = second read-out of T cell HTS, no call of its own (marks repeat the call); double positive events, %; measured here: CD8+ vesicle-bound cell fraction;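 binding gate set so that unloaded-vesicle control wells show 10% double positive cells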
MT stabilizer Hoechst-high % = also measured in MT stabilizer; calls as there; % Hoechst-high responders; measured here: nuclear condensation Hoechst responders;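 share of cells brighter than vehicle mean plus two SD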
MT stabilizer cytotoxicity % = second read-out of MT stabilizer, no call of its own (marks repeat the call); toxicity, %; measured here: cytotoxicity by cell density;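 0% = mean cell density of plate MIN control wells and 100% = no cells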
Myeloid diff 2 GFP+ MAC1+ % = further read-out of Myeloid diff 2, marked with its call; GFP+ MAC1+ double positive, %; measured here: differentiation confirmed by MAC1 staining
* = called active by the depositor; i = inactive; ? = inconclusive; nt = not tested or not shown. Rows are unselected; about 3% have a hit in one of these screens.

Molecule,TNAP activation fold,MT stabilizer,MT stabilizer Hoechst-high %,MT stabilizer cytotoxicity %,Myeloid diff 2,Myeloid diff 2 GFP+ MAC1+ %,Ins promoter up,Ins promoter up cell count,T cell HTS,T cell HTS vesicle-bound %,b-catenin transl,b-catenin transl cell count 5 µM,Hep lipid drop,Hep lipid drop cells 6.5 µM,human PMI inhibition,Dynein transport,Dynein transport cytoplasmic EGFP,Dynein transport nuclear GR-EGFP,Dynein transport cell count
COc1cc(Cl)c(C)cc1NC(=O)CSc1ccc(C)cc1,1.1,1.2,1.4,10.2,i,0.8,0.57,1489,i,43.9,0.6,1321,nt,nt,22.7%,-0.591,-0.191,-0.45,0.815
CC(=O)NCCc1c[nH]c2ccc(OCC(O)CNC(C)(C)C)cc12 (stereo not drawn),nt,nt,nt,nt,i,0.3,0.78,1086,i,33.2,-1.5,1295,-4.3,679,nt,0.591,-0.229,0.201,0.0482
CCc1nnc(NC(=O)CSc2nc(SC)ns2)s1,1,1.9,1.8,3.8,i,0.3,-0.23,1243,i,35.8,-1.0,1150,9.1,678,-9.9%,-1.12,-0.108,-0.525,-0.525
O=C(Oc1cccnc1)c1ccc(Cl)c(Cl)c1,1.1,1.2,1.3,4.3,i,0.8,0.01,1525,i,43.1,4.3,1347,nt,nt,-0.4%,0.126,0.0161,0.0967,-0.525
O=C(COC(=O)c1cc(=O)c2ccccc2o1)NC1CCCCC1,1.1,2.4,2.3,0.5,i,0.1,-0.59,1230,i,52.0,0.1,1103,3.5,712,-18.8%,-0.15,-0.248,0.247,0.159
COc1ccc(N2CCN(C(=S)Nc3ccc(S(N)(=O)=O)cc3)CC2)cc1,1.1,1.4,1.4,6.2,i,1.4,-0.14,1461,i,34.0,-1.6,1080,-8.5,627,16.4%,0.109,-0.304,0.171,0.557
C#Cc1ccc([C@@H]2C=C(C(=O)N3CCN(Cc4ccccc4)CC3)O[C@H](OCC)[C@H]2CCCO)cc1,1.1,3.9,1.8,6.0,i,2.6,nt,nt,i,51.4,-0.2,1173,-19.6,693,7.9%,-0.0204,-0.298,0.261,0.444
CC1=C(C(=O)OC(C)C)C(c2ccc(C)o2)NC(=O)N1 (stereo not drawn),1.2,2.9,1.1,0.4,i,1.3,nt,nt,i,13.3,3.4,1019,28.9,770,2.1%,-0.98,-0.241,-0.512,0.0349
COc1ccccc1OCCC(=O)NCc1ccc2c(c1)OCO2,1.1,2.3,1.3,4.6,i,0.7,0.33,1173,i,57.5,-0.5,1099,-6.6,741,-0.6%,-0.309,-0.229,-0.302,0.579
Cc1cc(C(=O)CN2CC(C)OC(C)C2)c(C)n1-c1ccccc1 (stereo not drawn),0.9,4.5,2.0,9.4,i,2.1,2.03,2008,i,42.6,-3.6,1103,10.8,646,3.5%,-0.818,-0.151,-0.0996,0.709
CC(C)(C)n1c(=O)[nH]c2c(c1=O)CCC2,1,2.9,2.7,11.3,nt,nt,-0.13,1553,i,30.6,-1.1,1443,nt,nt,-18.7%,0.946,0.0797,1.38,-1.77
CCCCOc1cccc(-c2cc(C(=O)NNC(=S)NCC)c3ccccc3n2)c1,1.1,0.9,1.1,4.1,i,5.4,-0.17,840,i,39.9,nt,nt,5.1,801,-8.9%,-0.131,-0.248,0.0381,0.76
COc1cc2c(cc1OC)CN(CC(=O)NC(=O)NCc1ccco1)CC2,1.1,5.7,2.1,1.6,i,0.8,0.02,1212,i,30.6,-7.1,1239,8.9,720,12.4%,1.7,-0.187,0.6,0.143
COc1c(C)cc(S(=O)(=O)N2CCOCC2)c(C)c1C,1,3.7,2.8,8.3,i,0.4,0.08,1380,i,45.2,1.1,1507,-4.8,723,3.7%,-0.284,-0.3,0.0516,0.924
Cc1c(NC(=O)COc2cccc3c2OC(C)(C)C3)c(=O)n(-c2ccccc2)n1C,1.1,3.4,1.4,2.6,i,0.3,0,1179,i,63.2,1.2,1031,-3.3,731,-2.2%,0.506,0.819,0.431,-0.334
c1ccc(OCc2nc(-c3ccccc3)no2)cc1,1.1,1.8,1.6,8.5,i,0.3,0.97,1264,i,38.8,nt,nt,6.5,730,8.8%,3.17,-0.113,2.05,-2.1
Cc1ccccc1-n1ccnc1SCC(=O)NCc1ccco1,1.1,nt,nt,nt,i,0.3,0.18,1310,i,37.0,1.3,1082,5.0,688,6.6%,0.0557,-0.264,0.338,-0.0334
O=C(c1n[nH]c2ccccc12)N1CCCCC1,0.2,5.0,1.9,6.7,i,0.3,1.26,1101,i,53.5,4.2,1057,8.7,718,6.3%,1.11,-0.295,0.827,-0.504
Cc1cc(Cl)c(S(=O)(=O)N2CCCCCC2)cc1OCC(=O)NC1CCCCC1,1.1,1.6,1.5,4.5,i,1.2,0.7,836,i,31.6,nt,nt,-5.2,746,11.2%,-1.19,-0.142,-0.502,1.01
O=c1[nH][nH]c(-c2ccccc2)c1C=Nc1ccc(OC(F)(F)F)cc1,1.3,7.8,2.6,11.0,i,0.1,nt,nt,i,63.2,-1.5,1077,5.7,673,-4.9%,-0.746,0.064,0.0439,0.495
COc1ccc(NC(=O)CCN2CCN(S(=O)(=O)c3ccc(Cl)cc3)CC2)cc1,1.1,2.8,2.1,5.8,i,1.1,-0.6,897,i,25.6,1.3,1164,-0.4,744,3.8%,-1.12,-0.179,-0.739,1.24
COc1ccc(C2=NOC(C(=O)Nc3c(C)n(C)n(-c4ccccc4)c3=O)C2)cc1 (stereo not drawn),1.1,2.6,3.0,12.5,i,2.1,0.01,1020,i,28.2,nt,nt,nt,nt,7.2%,-0.157,-0.173,-0.0169,0.183
O=C(N/N=C/c1cccnc1)C1CCCCC1,1.2,3.3,2.5,7.3,i,0.2,1.02,1116,i,20.0,-2.7,1170,3.3,706,5.7%,0.031,-0.293,0.0526,1.58
CCN=C(NCC)SC1CC(=O)N(c2ccc(OCC)cc2)C1=O (stereo not drawn),1.1,5.1,1.3,11.1,i,1.1,-0.31,1322,i,47.7,-3.6,1139,-5.8,711,2.2%,-0.109,-0.232,0.266,0.137
COc1ccc(C)cc1NC(=O)COC(=O)Cc1ccc(-c2ccccc2)cc1,1,1.3,2.9,11.6,i,0.3,0.23,1440,i,46.3,1.4,1003,26.9,716,11.3%,0.116,-0.227,-0.106,-0.235
CCCC(=O)N=C1SC2CS(=O)(=O)CC2N1c1ccc(C(C)=O)cc1 (stereo not drawn),1.2,1.8,1.7,11.9,i,0.9,0.2,1199,i,50.4,-3.8,1006,nt,nt,3.9%,0.277,-0.173,0.106,0.217
COc1c(C(CC(C)C)OC(C)=O)ccc2c1C(=O)OCc1cc(C)cc(O)c1O2 (stereo not drawn),nt,nt,nt,nt,i,2.6,-0.42,938,i,59.6,0.9,1165,-15.0,649,nt,-0.401,-0.806,0.156,-0.182
NS(=O)(=O)c1ccc(-c2ccc(/C=N/Nc3ccc(C(=O)O)cc3)o2)cc1,nt,nt,nt,nt,i,0.9,nt,nt,i,11.3,-1.0,1352,44.3,683,nt,-0.0257,-0.169,0.419,0.667
COc1nc(-c2ccccc2)cc(-c2ccccc2)n1,1,3.4,3.4,7.6,i,0.6,0.4,1256,i,4.9,0.5,1133,2.4,804,18.2%,0.151,-0.293,0.43,0.0649
O=C(NC1CCCC1)c1cc(COc2ccc3ncccc3c2)on1,nt,nt,nt,nt,i,0.5,?,nt,i,25.7,-1.1,1277,-3.2,707,nt,0.0677,-0.194,0.0582,-0.571
COc1ccc(CCNC(=O)CCC(=O)N2CCN(S(=O)(=O)c3ccc(Cl)cc3)CC2)cc1OC,1.1,2.7,2.1,11.4,i,2.0,nt,nt,i,41.9,nt,nt,-20.8,765,0.0%,-0.667,-0.257,-0.397,1.6
CC/C(O)=N\S(=O)(=O)c1ccc(N=NN(C)C)cc1,1.1,3.6,1.8,8.1,i,0.4,nt,nt,i,36.4,0.8,1129,9.8,755,3.7%,-0.312,-0.161,-0.197,-0.194
Cc1cc2n(n1)C(c1ccc(O)cc1)Nc1ccccc1-2 (stereo not drawn),1,0.9,1.0,4.9,i,0.7,0.29,1401,i,31.8,-1.2,1172,nt,nt,-7.0%,-0.641,0.16,-0.228,1.25
COc1cc2[nH]c(=O)n(CCCCCC(=O)N3CCN(c4ccccc4)CC3)c(=O)c2cc1OC,1.1,3.3,0.5,14.1,i,0.3,0.02,1165,i,25.9,0.1,879,-3.4,716,29.9%,2.79,-0.18,2.39,-1.89
